Compound activity from PubChem BioAssay.
HT1080 IDH1KD tx = toxicity to HT-1080 IDH1 knockdown cells (counter line); HT-1080 IDH1 knockdown viability, ATP luminescence, 48 h; Potency, µM (series often up to 46.1 µM), inactives show at the top dose activity, negative = toxicity, usual class: cytotoxic; hit rate 2% among 360,000; AID 686971;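 also: potency is read from the fitted curve at half-maximal effect; 0% = DMSO wells and -100% = cell-free medium wells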
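Luminescent ATP read-out (CellTiter-Glo, 10 min at room temperature) after 48 h compound exposure at 37 °C gave viability of IDH1-knockdown HT-1080 cells. Activity was normalised to DMSO and cell-free wells, then fitted as concentration-response curves.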
IL1B secr inh = inflammasome signaling inhibition, IL-1 beta readout. hit rate 4.7% among 360,000. THP-1 LPS/ATP IL-1B secretion, AlphaLISA, 16 h; stronger effect = lower value. activity change, % at 57.5 µM; in the data active = activity change below about -50%; inconclusive = mostly about -30% to -49%; also: % is scaled to controls: 0 for no effect and ±100 for the full control effect
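Secreted IL-1B measured by AlphaLISA bead assay after 16 h compound exposure of THP-1 cells; compounds (final up to 57.5 uM) added 1 h before LPS (250 ng/mL) and ATP (1.25 mM) stimulation; lower signal means less secretion.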
HT1080-NT tox = kills 2HG-producing HT-1080-NT fibrosarcoma cells; HT-1080-NT fibrosarcoma viability, CellTiter-Glo ATP luminescence, 48 h; Potency, µM (top dose mostly 46.1 µM), for inactives: top-dose activity, negative = less viability, usual class: cytotoxic; hit rate 1.6% among 360,000; AID 686970;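 also: NT is the 2HG producing partner of a matched IDH1 knockdown line; potency is read from the fitted curve at half-maximal effect; 0% = DMSO-treated cells and -100% = media-only wells without cells; nearly all actives have a fitted effect of over 55% in size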
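HT-1080-NT fibrosarcoma cells (2HG-overproducing), 750 cells/well in RPMI with 5% FBS, dosed after 2 h and incubated 48 h at 37C. CellTiter-Glo luminescence normalized to DMSO and no-cell wells; concentration-response curves fitted and classed.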
KB-V1 cytotox = kills drug-selected multidrug resistant KB-V1 cells | Potency, µM (titrated, usually from 46.1 µM), for inactives: at the top dose activity change, negative = cytotoxicity, hits mostly cytotoxic | KB-V1 MDR cells viability, CellTiter-Glo, 72 h | AID 1347076 | hit rate 3.4% among 400,000; also: potency is read from the fitted curve at half-maximal effect; % is scaled to controls: 0 for no effect and ±100 for the full control effect; nearly all actives have a fitted effect of over 60% in size
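KB-V1, DMEM (no phenol red) + 10% FBS; cpd pin-transferred, titration series; 72 h, 37 degrees C; CellTiter-Glo, luminescence. Data normalized, curve-fit.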
D3 ag = activates the human D3 dopamine receptor; P35462; D3R DiscoveRx beta-arrestin cells, luminescence, 90 min; max activation, %; hit rate 0.58% among 410,000; AID 652048; in the data active = max activation above about 30%; also: 0% is about no effect; mostly tested at two doses, the higher about 12 µM
Target sequence (P35462 whole entry, looked up): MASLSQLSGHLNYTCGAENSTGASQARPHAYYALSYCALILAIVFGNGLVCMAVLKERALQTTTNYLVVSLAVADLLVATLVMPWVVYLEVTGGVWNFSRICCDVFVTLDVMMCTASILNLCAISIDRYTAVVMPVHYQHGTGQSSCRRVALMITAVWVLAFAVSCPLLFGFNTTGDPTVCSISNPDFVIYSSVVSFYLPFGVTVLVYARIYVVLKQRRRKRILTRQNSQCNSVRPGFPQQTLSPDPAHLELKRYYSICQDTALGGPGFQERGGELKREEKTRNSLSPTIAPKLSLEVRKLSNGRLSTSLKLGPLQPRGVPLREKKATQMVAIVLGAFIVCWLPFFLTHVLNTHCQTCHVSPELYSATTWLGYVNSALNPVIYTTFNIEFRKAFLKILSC
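Agonist-mode cell screen: cells plated at 1500/well and incubated overnight at 37 °C, then exposed to library compounds for 90 min at 37 °C. Detection reagent was added for 30–60 min at room temperature, and luminescence was read.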
MCF10A rerep = DNA re-replication induction in MCF 10a cells | MCF 10A DNA re-replication, Hoechst nuclear intensity, 48 h | Potency, µM (titrated, usually from 46.1 µM), inactives show at the highest dose activity, positive = re-replication, hits mostly activators | hit rate 2.9% among 350,000; also: potency is read from the fitted curve at half-maximal effect; % of control where 0% means no effect; nearly all actives have a fitted effect of over 50% in size
SW480 rerep = induces DNA re-replication in SW480 colon adenocarcinoma cells | Potency, µM (titrated, usually from 46.1 µM), for the others: top-dose re-replication activation, hits mostly activators | AID 624297 | SW480 DNA re-replication, Hoechst DNA content imaging, 48 h | hit rate 1.8% among 340,000; also: potency is read from the fitted curve at half-maximal effect; % of control where 0% means no effect; nearly all actives have a fitted effect of over 55% in size
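Image-based DNA-content assay: after two days of treatment, nuclei were labelled with the DNA dye Hoechst and imaged, and hits were compounds raising the count of nuclei showing high fluorescence intensity.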
HEK293 tox = cytotoxicity counter-screen for GLP-1 receptor inverse agonists. HEK293 cAMP-luciferase reporter cells, luminescence, 24 h. Potency, µM (top dose mostly 38.3 µM), for inactives: at the top dose activity change, negative = inhibition, most hits filed as inhibitors. hit rate 0.13% among 410,000;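 also: loss of luciferase light is scored as toxicity; potency is read from the fitted curve at half-maximal effect; % is scaled to controls: 0 for no effect and ±100 for the full control effect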
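Here, cytotoxicity is scored as loss of luminescence. The MLSMR collection was tested on cells seeded in medium containing 10% Nu serum, with a 24 hr compound exposure preceded by 12 hours of culture.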
KB-3-1 cytotox = KB-3-1 parental cell cytotoxicity. Potency, µM (doses to about 46.1 µM), inactives show top-dose activity change, negative = cytotoxic, most hits filed as cytotoxic. hit rate 1.4% among 400,000. AID 1347075. KB-3-1 viability, CellTiter-Glo ATP luminescence, 72 h; also: potency is read from the fitted curve at half-maximal effect; % is scaled to controls: 0 for no effect and ±100 for the full control effect; nearly all actives have a fitted effect of over 60% in size
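KB-3-1 cells, DMEM (no phenol red) + 10% FBS; compound by pin transfer, 72 h, 37 °C. Readout: CellTiter-Glo luminescence after 10 min. Data normalized, curve-fitted.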
Active calls of the source: *; ? = inconclusive; · = not tested or not shown; [ ] = another dose, or the depositor's remark. Unless noted, calls follow the shape of the dose curve; as a rule, active = well fitted curve in the direction sought with a large enough effect; inconclusive = small, poorly fitted or top-dose-only effect, or another doubt; inactive = no such curve, though single readings can be large; an effect the other way counts as inactive or inconclusive.

SMILES | HT1080 IDH1KD tx | IL1B secr inh | HT1080-NT tox | KB-V1 cytotox | D3 ag | MCF10A rerep | SW480 rerep | HEK293 tox | KB-3-1 cytotox
CCOC(=O)c1cccc(NC(=O)c2ccc3nc(C(C)C)oc3c2)c1 | · | · | · | 8% | -8 | · | · | -15% | 1%
COC(=O)c1ccc(NC(=O)c2ccc3c(c2)C(=O)N(Cc2cccnc2)C3=O)cc1 | -2% | 33 | -3% | ? | -1 | 7% | -12% | 2% | 14%
O=C(NCC1COc2ccccc2O1)c1cccs1 (configuration not stated) | 16% | -12 | 0% | 26% | 0 | -3% | -9% | 11% | 0%
CC(=O)c1cccc(NC(c2ccc(F)cc2)c2nnc(-c3ccccc3)o2)c1 (configuration not stated) | · | · | · | -13% | 17 | · | · | -22% | -15%
COc1ccc(-n2nc(C(=O)NCC(=O)Nc3cc(OC)c(OC)c(OC)c3)c3ccccc3c2=O)cc1 | -16% | 22 | -25% | -24% | 1 | 9% | -1% | ? | 0%
Cc1ccc(S(=O)(=O)NN=C(c2ccccc2)c2cccs2)cc1 | -13% | -12 | -16% | -17% | -12 | · | · | 14% | 14%
CCCOc1ccc(N)cc1N | ? | ? | ? | 0% | -5 | ? | ? | ? | 1%
CC1(C)NC(=O)N(CCCC(=O)Nc2ccc(C(F)(F)F)cc2)C1=O | -7% | 12 | 2% | 9% | 1 | -2% | -3% | -12% | 3%
CCC1c2ccc(C)n2CCN1C(=O)Nc1ccccc1OC (configuration not stated) | 4% | 17 | 14% | 8% | 0 | 12% | 4% | -2% | 6%
COCCN(CC(=O)Nc1cccc(C)c1C)C(=O)c1oc2c(Cl)cccc2c1C | -7% | 21 | -13% | · | 19 | 2% | 1% | -16% | ·
Cc1cc2nccc(-c3ccccn3)n2n1 | 15% | 3 | ? | ? | -10 | -4% | 0% | 18% | 11%
CCCc1ccc(OCc2ccc(C(=O)N3CCSCC3)o2)cc1 | -15% | ? | -11% | -14% | 3 | 3% | 4% | 2% | ?
COc1ccc(NC(=O)CC2SC(N3CCCCC3)=NC2=O)cc1OC (configuration not stated) | 1% | 4 | -4% | -7% | -1 | -8% | 2% | -7% | -2%
CCOc1cc(/C=N/NC(=O)c2cccnc2)ccc1O | 0% | 26 | -1% | ? | -4 | -5% | -7% | -5% | -1%
Cc1ccc(C)c(NS(=O)(=O)c2ccc(-c3coc(C)n3)cc2)c1 | -12% | 27 | 0% | 3% | 8 | -33%[inhibitor] | -3% | 6% | -17%
CC(=O)Nc1cccc2c1C(=O)N(c1cccc(OC(C)=O)c1)C2=O | 4% | 1 | 11% | 5% | -6 | -1% | -61% | 2% | 5%
CCOC(=O)N1CCC(NC(=O)C2CCN(C(=O)N3CC(C)Oc4ccccc43)CC2)CC1 (configuration not stated) | -3% | 3 | -1% | ? | -3 | 7% | -9% | 1% | 1%
CN(C)Cc1ccc(F)cc1Sc1ccc(Cl)cc1Cl | -26% | -14 | -16% | -31% | -16 | -1% | -27% | ? | -8%
CCN(CC)CCCn1c(SCC(=O)NCC2CCCO2)nc2ccccc2c1=O (configuration not stated) | 0% | -16 | 3% | 1% | 3 | 4% | -8% | 4% | 1%
COc1ccc2[nH]c3c(c2c1)CN(C)CC3 | 1% | -2 | -21% | -1% | -3 | -7% | -8% | -7% | 16%
CC(C)CN(CC(C)C)C(=O)Nc1cccc([N+](=O)[O-])c1 | 15% | 5 | 5% | 16% | 0 | -2% | -3% | -10% | 7%
CCN(CC)c1ccc(S(=O)(=O)N2CCOCC2)cc1NC(=O)COC(=O)/C=C/c1ccccc1 | 0% | 2 | 8% | -4% | 6 | 13% | -19% | -18% | -2%
O=c1c(CN2CCN(Cc3ccccc3)CC2)coc2ccc(Cl)cc12 | 2% | -6 | 4% | 1% | -38 | ? | -3% | -3% | 8%
CC(C)(C)C(=O)Nc1ccc(C(=O)CSc2nnc(C3CC3)n2C2CC2)cc1 | 6% | 2 | 10% | -1% | -3 | 8% | 18% | -1% | -18%
Cc1ccc(/C=C/C(=O)Nc2ccc(Cl)cc2Cl)cc1 | · | · | · | 2% | 0 | · | · | -14% | 0%
N#CC1(NC(=O)COC(=O)c2ccccc2SCC(=O)N2CCCC2)CCCCC1 | 9% | -15 | 3% | 3% | 1 | 0% | 3% | 26% | -11%
COc1ccc(C(C)=O)cc1CSc1nnc2c(Cl)cc(Cl)cn12 | 17% | 1 | 18% | -1% | 2 | 1% | -2% | -9% | 22%
CCOC(=O)c1sc(NC(=O)c2cc(-c3cccc(O)c3)on2)c(C(=O)OCC)c1C | 16% | -9 | 3% | 5% | -1 | -11% | -1% | 9% | 7%
Cc1ccc(Cn2cc(CN3CC(N4CCCCC4)CS3(=O)=O)nn2)cc1 (configuration not stated) | 7% | 19 | 17% | ? | -3 | · | · | -3% | 12%
CCOC(=O)CSc1nc2cc(C)ccc2cc1C#N | -1% | 4 | -8% | ? | 0 | ? | 29% | -8% | ?
Cc1cc(C(=O)Cn2nnc3ccccc3c2=O)c(C)n1-c1c(C)n(C)n(-c2ccccc2)c1=O | -17% | 20 | -5% | -3% | 10 | 1% | -8% | 14% | -1%
Cc1c(C(=O)NCC2CCCO2)oc2ccc(Br)cc12 (configuration not stated) | 0% | 5 | 0% | -1% | -20 | 4% | -1% | -6% | 14%
Cc1cc(C)cc(-n2ccnc2SCC(=O)Nc2ccc3c(c2)OCO3)c1 | · | · | · | -1% | -11 | · | · | 17% | 1%
COc1ccccc1NC(=O)CN1CCC(n2nnc3cc(F)ccc32)CC1 | -6% | -26 | -5% | ? | -6 | 12% | -10% | -3% | 10%
CCn1c(CNC(=O)COC)nc2ccccc21 | 2% | 27 | 0% | -3% | -9 | -2% | -6% | -11% | 2%
CCCOc1ccc(C(=O)Nc2cccc(NC(=O)c3ccc(Cl)cc3Cl)c2)cc1 | · | · | · | ? | -4 | · | · | ? | 23%
COC(=O)CSc1nnc(-c2cccnc2)o1 | 3% | 5 | -3% | 4% | 5 | 3% | 0% | 58%[activator] | -1%
COc1ccc(-c2ccccc2)cc1NC(=O)[C@@H]1O[C@H](CO)[C@H](O)[C@H](O)[C@H]1O | 17% | -6 | 15% | 0% | -6 | · | · | 6% | 0%
N/C(=N\OC(=O)c1ccccc1F)c1ccc([N+](=O)[O-])cc1 | 20% | -13 | 13% | 9% | -1 | -2% | 3% | -10% | 1%
CS(=O)(=O)Nc1ccc(C(=O)Nc2cccc([N+](=O)[O-])c2)cc1 | 11% | -1 | -1% | 2% | 0 | ? | -96%[inhibitor] | -3% | 4%
COCCNc1ccc(-c2nc(-c3ccco3)no2)cc1[N+](=O)[O-] | · | · | · | 8% | 2 | · | · | -3% | 4%
O=C(CN1c2cccc3cccc(c23)S1(=O)=O)NCc1ccccc1Cl | -3% | -3 | -10% | 1% | -3 | · | · | 2% | -9%
CCC(/C=C1\Sc2ccc(OC)cc2N1CCO)=C\c1sc2ccc(OC)cc2[n+]1CCO | ? | -113* | ? | -31% | -6 | ? | 0% | -18% | 2.9µM*
COc1ccc(S(=O)(=O)N(C)C[C@H]2Oc3c(NC(=O)CCC(F)(F)F)cccc3C(=O)N([C@H](C)CO)C[C@@H]2C)cc1 | 3% | -7 | 0% | 28% | 12 | 18% | 5% | -24% | 7%
Cc1ccc(S(=O)(=O)N2CCOC2CNC(=O)C(=O)NCCc2ccccc2)cc1 (configuration not stated) | -19% | -6 | 0% | ? | -7 | 12% | ? | -13% | ?
CC(C)Oc1ccc(C(=O)NC2(C(F)(F)F)N=C3SCCN3C2=O)cc1 (configuration not stated) | 10% | 4 | 0% | 1% | -5 | 0% | -8% | 2% | -11%
CCOC(=O)c1c(C)oc2nc(C)nc(NCC3CCN(Cc4ccc(C)cc4)CC3)c12 | · | · | · | 10% | -8 | · | · | 2% | -10%
O=C(Cc1ccccc1C(=O)O)Nc1cccc2ccccc12 | -7% | 16 | -3% | -4% | 9 | 0% | -1% | 2% | -6%

Structures from the list above that have a Cl atom, in the order listed:
SMILES | HT1080 IDH1KD tx | IL1B secr inh | HT1080-NT tox | KB-V1 cytotox | D3 ag | MCF10A rerep | SW480 rerep | HEK293 tox | KB-3-1 cytotox
COCCN(CC(=O)Nc1cccc(C)c1C)C(=O)c1oc2c(Cl)cccc2c1C | -7% | 21 | -13% | · | 19 | 2% | 1% | -16% | ·
CN(C)Cc1ccc(F)cc1Sc1ccc(Cl)cc1Cl | -26% | -14 | -16% | -31% | -16 | -1% | -27% | ? | -8%
O=c1c(CN2CCN(Cc3ccccc3)CC2)coc2ccc(Cl)cc12 | 2% | -6 | 4% | 1% | -38 | ? | -3% | -3% | 8%
Cc1ccc(/C=C/C(=O)Nc2ccc(Cl)cc2Cl)cc1 | · | · | · | 2% | 0 | · | · | -14% | 0%
COc1ccc(C(C)=O)cc1CSc1nnc2c(Cl)cc(Cl)cn12 | 17% | 1 | 18% | -1% | 2 | 1% | -2% | -9% | 22%
CCCOc1ccc(C(=O)Nc2cccc(NC(=O)c3ccc(Cl)cc3Cl)c2)cc1 | · | · | · | ? | -4 | · | · | ? | 23%
O=C(CN1c2cccc3cccc(c23)S1(=O)=O)NCc1ccccc1Cl | -3% | -3 | -10% | 1% | -3 | · | · | 2% | -9%
